From PubChem BioAssay
ROC1-CUL1 inh = inhibitors of human ROC1-CUL1 ubiquitin ligase activity. in vitro K48 di-Ub FRET, acceptor:donor ratio, 45 min. P62877+Q13616. 140,000 tested, 0.6% active. inhibition, % at 10 µM; in the data active = inhibition above about 25%
Target sequence (P62877 whole entry, looked up): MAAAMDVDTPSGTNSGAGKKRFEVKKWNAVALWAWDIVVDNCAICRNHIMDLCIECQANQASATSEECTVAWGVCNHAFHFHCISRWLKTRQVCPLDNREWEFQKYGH
Target sequence (Q13616 whole entry, looked up): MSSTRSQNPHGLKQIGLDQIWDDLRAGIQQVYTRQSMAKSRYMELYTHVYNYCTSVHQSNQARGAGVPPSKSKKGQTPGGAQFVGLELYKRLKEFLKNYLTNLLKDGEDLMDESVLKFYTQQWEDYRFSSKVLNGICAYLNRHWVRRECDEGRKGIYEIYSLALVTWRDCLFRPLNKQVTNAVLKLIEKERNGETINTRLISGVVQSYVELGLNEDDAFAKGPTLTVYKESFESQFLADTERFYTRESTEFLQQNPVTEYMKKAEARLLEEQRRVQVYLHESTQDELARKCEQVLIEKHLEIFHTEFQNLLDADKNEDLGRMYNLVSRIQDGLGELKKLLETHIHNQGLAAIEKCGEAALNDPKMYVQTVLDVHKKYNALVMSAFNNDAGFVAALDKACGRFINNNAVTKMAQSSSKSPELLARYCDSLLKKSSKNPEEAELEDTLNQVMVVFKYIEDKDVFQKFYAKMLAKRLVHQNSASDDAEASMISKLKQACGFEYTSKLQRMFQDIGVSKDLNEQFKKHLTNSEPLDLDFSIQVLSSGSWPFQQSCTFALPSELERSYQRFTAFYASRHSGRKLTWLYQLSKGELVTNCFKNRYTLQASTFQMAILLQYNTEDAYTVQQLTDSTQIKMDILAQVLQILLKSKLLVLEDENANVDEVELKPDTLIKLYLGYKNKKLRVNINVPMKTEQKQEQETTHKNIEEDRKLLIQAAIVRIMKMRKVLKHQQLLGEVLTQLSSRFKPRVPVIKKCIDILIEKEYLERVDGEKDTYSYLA
Numbers without * were called inactive. This is a subset (hit frequency here may not be typical).

ROC1-CUL1 inh,Compound
6.4,O=C(CCC1N=C2c3ccccc3N=C(SCC(=O)Nc3cccc(Cl)c3)N2C1=O)NCc1ccco1 (stereo not given)
4.1,COc1ccc(CNCC(N)=O)cc1OCC(O)CN1CCCCCCC1 (stereo not given)
4.3,CC(C)(C)Nc1nc(NC(C)(C)C)n2c(=O)[nH]nc2n1
-1.0,CCC(C)NC(=O)c1c2c(nc3ccccc13)C(=O)N(C1CCCCC1)C2 (stereo not given)
0.2,N#Cc1ccc(-c2ccc(OCC(=O)Nc3cccc(Cl)c3Cl)cc2)cc1
-3.3,Cc1ccc(-n2nnc(-c3nsc(NC(=O)c4ccc(C)c(C)c4)n3)c2C)cc1
6.9,COc1ccc(Nc2nc3c(s2)C(=O)CC(=O)N3)cc1
-6.7,CC(=O)Nc1ccc(-c2cn3cc(C)ccc3n2)cc1
5.3,CCC(=O)N[C@@H]1c2ccccc2C2(CCN(Cc3cc(F)cc(F)c3)CC2)[C@H]1OCCOC
-0.4,Cc1cccc(C)c1NC(=O)c1sc(-n2nc(C)c(Cc3ccccc3)c2C)nc1C
7.1,CC(C)S(=O)(=O)c1oc(-c2ccc(F)cc2)nc1S(=O)(=O)c1ccccc1
-11.1,O=C1C(=O)N(c2cccc(C(F)(F)F)c2)C(c2ccc(F)cc2)C1C(=O)c1ccc(Br)cc1 (stereo not given)
0.8,O=C(NCCc1ccc(Cl)cc1)C(=O)NCC(c1cccs1)S(=O)(=O)c1cccs1 (stereo not given)
-0.6,Cc1ccc(Cl)cc1NC(=O)c1cnn2c(C(F)F)cc(-c3ccccc3)nc12
28.1*,O=c1/c(=C\c2ccco2)sc2n1C(c1cccs1)C1=C(N=2)c2ccccc2CC1 (stereo not given)
1.2,CCOc1ccccc1CN1CCC(N2CCCC(C(=O)NC3CC3)C2)CC1 (stereo not given)
-4.5,CCOC(=O)NC1([N+](=Nc2ccccc2)N2CCOCC2)Oc2ccccc2O1
-0.4,CCN=C1S/C(=C\c2cc(OCC)c(O)cc2Br)C(=O)N1CC
0.7,CC(=O)Nc1ccc(SC#N)c([N+](=O)[O-])c1
0.7,CC1CC(C)(C)NCc2ccccc21 (stereo not given)
-3.9,CC(C)CC1(C2CCN(C(=O)Cc3ccc4c(c3)OCO4)CC2)NC(=O)N(Cc2cccs2)C1=O (stereo not given)
5.9,Cc1nc2ccccc2n1CC(O)COc1ccc(C(=O)O)cc1 (stereo not given)
0.6,COc1ccccc1CNC(=O)CCCn1c(=O)c2ccccc2n(Cc2ccc(C)cc2)c1=O
-0.5,CCOC(=O)c1noc2ncn(CC(=O)Nc3ccc(C)c(F)c3)c(=O)c12
2.3,O=C(Nc1cnn(Cc2ccccc2)c1)NC12CC3CC(CC(C3)C1)C2
11.9,COc1ccc(-c2c3c(nc4sc(C(=O)Nc5ccc(Cl)cc5)c(N)c24)CC(C)(C)CC3=O)cc1
11.2,Cc1cccc(CN2CCN(Cc3ccc(F)c(F)c3)C(CCO)C2)n1 (stereo not given)
8.7,Cn1nnnc1NC(=O)c1ccccc1F
0.4,CCc1cccc(NC(=O)C(Cc2ccccc2)NS(=O)(=O)c2ccc3c(c2)c(=O)n(C)c(=O)n3C)c1 (stereo not given)
12.6,Cc1cccc(N2C(=O)/C(=C\c3cccs3)SC2=S)c1C
-9.4,CC(=O)C1=NN(c2ccc(C)cc2)C2(S1)S/C(=C/c1ccc(C)cc1)C(=O)N2c1ccccc1 (stereo not given)
4.3,COc1cccc(/C=C2/C(C)=C(C#N)c3nc(N)c(C#N)c(C)c32)c1OCC(=O)Nc1ccccc1
-2.2,Cc1cc2nn(-c3ccc(F)cc3)nc2cc1NC(=O)c1cccc([N+](=O)[O-])c1C
2.6,CCOC(=O)C1=C(C)N=c2s/c(=C/c3ccc(OCc4ccccc4C#N)cc3)c(=O)n2C1c1cccc(OC)c1OCC (stereo not given)
-7.2,CC1=Nc2ncnn2C(c2ccc3c(c2)OCO3)C1C(=O)Nc1ccc(Cl)cc1 (stereo not given)
5.6,COc1ccc(Cc2nc3ccc(C(=O)NCCN4CCOCC4)cc3o2)cc1
-3.8,Cc1[nH]n2c(=O)cc(-c3ccccc3)nc2c1-c1ccccc1
-0.4,c1ccc(-c2cc3ccc4ccccc4c3c3ccccc23)cc1
-7.7,O=[N+]([O-])c1ccccc1/C=N/Nc1nc(Nc2ccccc2)nc(N2CCCC2)n1
-3.3,CC(C)NC(=O)C1CCN(C2CCN(Cc3ccc(F)cc3F)CC2)CC1
-13.5,COc1ccc(C)cc1S(=O)(=O)N1CCN(c2cc(C)ccc2C)CC1
-3.5,Cc1ccc(NC(=O)C(=O)c2cc(C)n(-c3ccc(F)cc3)c2C)cc1C
-4.8,Nc1ccc(-c2nc(-c3ccc(N)cc3)c3ccccc3n2)cc1
-1.0,CCOc1ccc(S(=O)(=O)N2CCN(c3ccccc3)CC2)cc1C(N)=O
4.6,CN(Cc1ccsc1)c1ccc(C(=O)N2CCCC(Cn3ccnc3)C2)cn1 (stereo not given)
5.5,COc1cc2c(cc1OC)CN(C(=O)CSc1nnc3scc(-c4ccccc4)n13)CC2
1.2,O=C(NCCc1ccccc1)c1cnc2sc(N3CCOCC3)nn2c1=O
3.0,COc1ccc(C(=O)CSc2nc(C3CC3)cc(C(F)(F)F)c2C#N)cc1
-5.1,CCC(=O)OC1=CN(Cc2ccccc2)S(=O)(=O)c2ccccc21
8.9,O=C(COc1ccccc1-c1nc(-c2ccccc2)no1)Nc1ccc([N+](=O)[O-])cc1
5.3,COc1ccc(NC(=O)CSc2ncnc3sc4c(c23)CCCCC4)cc1
8.8,Cc1cc(C)cc(NC(=O)N2CCN(C(=O)c3nsc4ccccc34)CC2)c1
4.7,COc1ccc(C2C(C(N)=O)C(C)=Nc3nc(CCCO)nn32)cc1 (stereo not given)
-1.6,c1ccc(-c2nnc3sc(-c4cccc5ccccc45)nn23)nc1
6.3,CN1C(=O)CC(CC(=O)N2CCN(C)C(c3ccccc3)C2)(c2ccc(-c3ccccc3)cc2)C1=O (stereo not given)
3.0,O=C(NCc1ccccc1)C1=NN=CC1
-9.4,Cc1ccc2c(c1)c(=O)ccn2C
-4.4,Cc1ccccc1CS(=O)(=O)Nc1ccc(F)cc1F
-13.5,CC(C)C(=O)Nc1ccc(C(=O)N/N=C/c2ccc(Br)o2)cc1
-3.6,O=C(Cn1nnnc1CN1CCCC1)N1CCN(Cc2cccc(F)c2)CC1

Part of the list above in order of molecular weight, highest first:
ROC1-CUL1 inh,Compound
28.1*,O=c1/c(=C\c2ccco2)sc2n1C(c1cccs1)C1=C(N=2)c2ccccc2CC1 (stereo not given)
3.0,COc1ccc(C(=O)CSc2nc(C3CC3)cc(C(F)(F)F)c2C#N)cc1
6.9,COc1ccc(Nc2nc3c(s2)C(=O)CC(=O)N3)cc1

More compounds.
ROC1-CUL1 inh,Compound
0.1,N#CC1=C(c2cccs2)CC(c2ccc(Br)cc2)=NC1=O
-5.1,COCC(=O)Nc1cc(C(=O)N2CCC(C(O)c3cccs3)CC2)c2c(c1)nc(C1CCC1)n2C (stereo not given)
13.4,CCN1CCN(C(=O)C2CC(=O)N(c3ccc(C)cc3C)C2)CC1 (stereo not given)
-2.5,COc1ccc(S(=O)(=O)N(CCc2ccccc2)CC(=O)N2CCN(c3ccccc3)CC2)cc1
2.4,COCC1=NC(=NC(N)=Nc2cccc(C)c2)NC(=O)C1
-10.3,C#CCOc1ccc(/C=C2/C(=O)NN(c3ccc(C)cc3)C2=O)cc1OC
3.6,O=C(O)COc1ccccc1/C=N/NC(=O)CSc1nc2ccccc2o1
11.0,CCCCCc1nc2sc3c(c2c(=O)[nH]1)CCCC3
1.2,COc1cc(OC)c(C(=O)Nc2cc(C)on2)cc1OC
-7.6,CCOC(=O)C1C(=O)/C(=C/c2ccc(-c3ccccc3C(=O)O)o2)SC1=Nc1ccc(OC)cc1 (stereo not given)
0.3,CCCN1CCC(NC(=O)c2cn(Cc3c(F)cccc3F)nn2)CC1
-4.8,Cc1ccc(-c2csc(-c3nc(-c4ccc(Br)s4)cs3)n2)cc1
0.7,O=S(Cc1ccccc1F)c1nc(Cl)ns1 (stereo not given)
-11.2,O=C(CSCC(=O)N1CCCC1)Nc1ccc(F)cc1
-3.2,Cc1ccc(NC(=O)C(Cc2ccccc2)NS(=O)(=O)c2cccs2)cc1Cl (stereo not given)

Six records picked at random from the list so far:
ROC1-CUL1 inh,Compound
-5.1,COCC(=O)Nc1cc(C(=O)N2CCC(C(O)c3cccs3)CC2)c2c(c1)nc(C1CCC1)n2C (stereo not given)
-11.2,O=C(CSCC(=O)N1CCCC1)Nc1ccc(F)cc1
3.6,O=C(O)COc1ccccc1/C=N/NC(=O)CSc1nc2ccccc2o1
-2.5,COc1ccc(S(=O)(=O)N(CCc2ccccc2)CC(=O)N2CCN(c3ccccc3)CC2)cc1
-3.2,Cc1ccc(NC(=O)C(Cc2ccccc2)NS(=O)(=O)c2cccs2)cc1Cl (stereo not given)
1.2,COc1cc(OC)c(C(=O)Nc2cc(C)on2)cc1OC

Later entries:
ROC1-CUL1 inh,Compound
-1.5,COc1ccccc1N1CCN(C(=O)C2CCCN(S(=O)(=O)c3ccc4c(c3)oc(=O)n4C)C2)CC1 (stereo not given)
-2.8,COc1ccccc1CNC(=O)CCCCn1c(=O)c2ccccc2n(CC(=O)Nc2cccc(Cl)c2)c1=O
-7.3,COc1nc(OC)nc(Oc2ccc(Cl)cc2[N+](=O)[O-])n1
5.8,COC(=O)C1CCCCN1C(=O)c1c(OC)cc(=O)n2c1CCN(Cc1cc(C)c(C)cc1C)CC2 (stereo not given)
-4.2,Cc1ccc(OC(=O)c2cccc(S(=O)(=O)N3CCC(C)CC3)c2)c(-n2nc3ccccc3n2)c1
-3.7,O=C(CCCSc1nc2sc3c(c2c(=O)[nH]1)CCCC3)NCCCO
10.2,CC(C)CCCC(C)C1CCC2C3CC(=O)C4=C/C(=N\O)CCC4(C)C3CCC12C (stereo not given)
4.2,COCc1cc(CNC2CCN(c3cccc(-c4ccco4)c3)CC2)n[nH]1
5.1,COc1cccc(NC(=O)c2oc3ccccc3c2NC(=O)C23CC4CC(CC(C4)C2)C3)c1
3.7,Cc1ccc(CSc2nc(-c3cccs3)ccc2C#N)cc1
0.1,Cc1ccccc1Cc1nc2cccnc2n1C1CCN(C(=O)c2ccc3c(c2)OCO3)CC1
-3.3,O=C(COc1ccc(F)cc1)Nc1ccc2nc(SCC(=O)N3CCOCC3)sc2c1
12.7,CC(NC(=O)c1cccnc1)c1cc2c(cc1Cl)OCCCO2 (stereo not given)
-7.4,Cc1ccc(C)c(Cn2c3ccccc3c3cnn(CC(=O)NCC(C)c4ccccc4)c(=O)c32)c1 (stereo not given)
-0.2,COC(=O)c1cc(C(C)C)sc1NC(=O)c1ccncc1
3.8,Cc1oc2nc3c(c(=O)n(CC(C)C)c(=O)n3C)n2c1C
7.3,CN1CCN(C2Cc3ccc(F)cc3Sc3ccc(F)cc32)CC1 (stereo not given)
-7.9,Cc1cccc(C)c1NC(=O)c1ccco1
10.1,COc1ccc(Cl)cc1N1CC(c2nc3ccccc3[nH]2)CC1=O (stereo not given)
-9.0,COc1ccc(N2CCN(Cc3nc4c(c(=O)n(C)c(=O)n4C)n3C(C)C)CC2)cc1
4.5,O=S(=O)(c1ccc(Br)s1)N1CCOCC1
-4.4,COC(=O)C(CCSC)NC(=O)c1cc2c(n(-c3ccccc3)c1=O)CC(C)(C)CC2=O (stereo not given)
2.3,CCn1c(=O)c2sccc2n2c(CCCC(=O)N3CCN(c4ccccc4OC)CC3)nnc12
7.8,CC(C)c1ccc(NC(=O)CN2C(=O)COc3ccc(S(=O)(=O)Nc4ccccc4)cc32)cc1
-6.6,CN1c2ccccc2N(C)c2c1c(=O)c2=O
-0.5,COC(=O)C1=C(C)N(C)C(=S)NC1c1ccc(Cl)cc1Cl (stereo not given)
16.0,CCCCC(CC)C(=O)Nc1ccc2c(c1)OCO2 (stereo not given)
-1.7,CC1=C(c2ccccc2)C(=O)N(c2ccccc2)C(c2ccccc2)O1 (stereo not given)
-11.1,Cc1ccc(NC(CNS(=O)(=O)c2ccc(Cl)cc2)c2ccccc2)cc1 (stereo not given)
0.6,CN(CCN1CCOCC1)C(=O)C1(N(C)C)Cc2ccccc2C1
7.5,CC1CCc2c(sc(NC(=O)COc3ccccc3)c2C(=O)Nc2ccccc2Cl)C1 (stereo not given)
9.8,COc1ccc(-c2cc(C(C)=O)c(C)n2CCC(=O)Nc2cc(C)ccc2OC)cc1
4.7,Cc1cccc(Oc2coc3cc(OC(=O)c4ccc(F)cc4)ccc3c2=O)c1
5.2,CCCC1=Nc2cc(C(=O)NCCc3ccc(OC)cc3OC)ccc2Sc2ccccc21
2.7,CCN(CC)C(=O)C1CCCN(C(=O)CC2(c3cccc(C(F)(F)F)c3)CC(=O)N(CC)C2=O)C1 (stereo not given)
-0.3,COC(=O)c1c(NC(=O)Cc2coc3ccc(C(C)C)cc23)sc2c1CCC2
3.4,CCN(Cc1ccccc1)C(=O)CC1(c2cccc(C(F)(F)F)c2)CC(=O)N(C2CC2)C1=O (stereo not given)
3.1,CCCN1C(=O)C2(c3ccccc31)c1c(oc3cc(C)c(C)cc3c1=O)C(=O)N2CCCOC (stereo not given)
-3.3,O=C1NC(=Nc2ccc(Br)cc2)S/C1=C\c1cccs1
0.9,COc1cccc(C(=O)NCCSc2c(-c3ccc(F)cc3)[nH]c3ccccc23)c1OC
-1.7,O=C1CCCN1CC(=O)N1CCCC(CCc2ccccc2)C1 (stereo not given)
23.5,O=C1CCCC2=C1c1ccc3ccccc3c1NC2c1ccc(O)c(O)c1 (stereo not given)
8.7,O=C(CSc1ncc2c(n1)-c1ccccc1N(Cc1ccc(F)cc1)S2(=O)=O)c1ccc(Cl)cc1

Four of the entries above in order of their number in ROC1-CUL1 inh, largest number first.
ROC1-CUL1 inh,Compound
9.8,COc1ccc(-c2cc(C(C)=O)c(C)n2CCC(=O)Nc2cc(C)ccc2OC)cc1
8.7,O=C(CSc1ncc2c(n1)-c1ccccc1N(Cc1ccc(F)cc1)S2(=O)=O)c1ccc(Cl)cc1
0.9,COc1cccc(C(=O)NCCSc2c(-c3ccc(F)cc3)[nH]c3ccccc23)c1OC
-0.3,COC(=O)c1c(NC(=O)Cc2coc3ccc(C(C)C)cc23)sc2c1CCC2
